Compound activity (PubChem BioAssay)
core dimer inh – HCV core protein dimerization inhibition; TR-FRET GST/Flag-core106 dimerization, 1536-well; inhibition, % at 5 µM; 300,000 tested, 0.33% active; AID 1899;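 active means inhibition above the mean of all tested compounds plus 3 SD, set per screening campaign, cut at about 45% in these data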
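System: GST-tagged and Flag-tagged HCV core protein residues 1-106 / Input: core106 proteins, GST 13.5 nM and Flag 17 nM / Buffer or medium: KF-containing HEPES buffer, pH 7.45, DTT, CHAPS, BSA / Probe or stimulus: Eu-anti-GST and XL665-anti-Flag labelled anti-tag antibodies / Schedule: 4 h, 22.5 °C incubation / Technique: TR-FRET 671 and 617 nm emission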
TPT1 inh – C. albicans TPT1 enzyme inhibition; recombinant caTPT1, FP RNA substrate dephosphorylation; inhibition, % at 5 µM; AID 1962; 300,000 tested, 0.81% active;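 active means inhibition above the mean of all tested compounds plus 3 SD, set per screening campaign, cut at about 24% in these data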;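 further: plate controls were DMSO alone for no effect and ferristatin control at 100 nM for full effect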
CTSL1 counter – blocks F. hepatica cathepsin L1 in PFM18AAP counter-screen. recombinant F. hepatica cathepsin L1, Z-Leu-Arg-MCA fluorescence. 300,000 tested, 0.49% active. AID 1906. inhibition, % at 5.96 µM;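 active means inhibition above the mean of all tested compounds plus 3 SD, set per screening campaign, cut at about 17% in these data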;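 further: 0% = plate median of test compound wells and 100% = 1 µM Z-Phe-Ala-diazomethylketone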
JMJD2C inh – blocks human GASC-1 demethylase activity | Q9H3R0 | inhibition, % at 2.35 µM | GST-JMJD2C(1-420) H3K9me3 demethylation, DELFIA europium | AID 2099 | 330,000 tested, 0.069% active;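 active means more than half of a compound's replicate wells show inhibition beyond 50%, single wells judged on their own value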;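 further: signal counts dimethyl H3K9 product captured on neutravidin plate; 0% = median of DMSO wells and 100% = 0.3 times that DMSO median; strong numbers were not always called active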
PP1 inh – blocks human PP1-alpha phosphatase, a PP5 counter-screen | P62136 | purified PP1alpha, OMFP fluorescence | inhibition, % at 6.7 µM | 320,000 tested, 0.9% active;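 active means inhibition above the mean inhibition of all tested compounds plus 3 SD, computed separately for each screening campaign, cut at about 15% in these data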
Target sequence (P62136 whole entry, looked up): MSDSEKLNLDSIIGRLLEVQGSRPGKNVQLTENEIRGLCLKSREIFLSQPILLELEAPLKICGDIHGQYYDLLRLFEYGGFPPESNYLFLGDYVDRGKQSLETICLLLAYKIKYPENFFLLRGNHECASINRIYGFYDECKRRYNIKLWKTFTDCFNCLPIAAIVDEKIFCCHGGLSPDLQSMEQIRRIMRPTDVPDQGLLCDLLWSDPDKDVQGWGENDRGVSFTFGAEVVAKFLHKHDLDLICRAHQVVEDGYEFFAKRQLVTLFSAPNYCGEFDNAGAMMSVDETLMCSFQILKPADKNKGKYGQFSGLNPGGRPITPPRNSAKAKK
LYPLA2 inh – LYPLA2 (human) inhibition in PME1 counter-screen. AID 2177. recombinant LYPLA2, FP-Rh probe fluorescence polarization. inhibition, % at 5.9 µM. O95372. 320,000 tested, 0.38% active;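 active means inhibition above the screen-wide mean plus 3 SD, limit set per campaign, cut at about 26% in these data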;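 further: 0% = LYPLA2 with DMSO and 100% = wells lacking LYPLA2 enzyme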
Target sequence (O95372 whole entry, looked up): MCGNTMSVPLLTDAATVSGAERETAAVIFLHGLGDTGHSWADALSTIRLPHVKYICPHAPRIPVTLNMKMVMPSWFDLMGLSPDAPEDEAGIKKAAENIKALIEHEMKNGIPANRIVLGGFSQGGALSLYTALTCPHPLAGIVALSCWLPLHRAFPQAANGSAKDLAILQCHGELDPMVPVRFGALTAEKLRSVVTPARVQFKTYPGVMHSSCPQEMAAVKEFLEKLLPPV
Efflux pump inh – inhibitors of Candida antifungal efflux pumps expressed in yeast | 330,000 tested, 0.44% active | S. cerevisiae Candida pump triplex, Nile Red efflux | inhibition, % at 10 µM | AID 485275;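 active means plate passing quality check with inhibition over a set limit, or well fluorescence over plate mean plus 4 SD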;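 further: Nile Red retained in pooled yeast measured as flow cytometry median fluorescence; 0% = buffer negative control and 100% = Enniatin B positive control; higher means more Nile Red kept so more efflux inhibition; some compounds called inactive have numbers as strong as hits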
PP5 inh – inhibitors of human protein phosphatase 5 (PP5). purified PP5c, OMFP substrate fluorescence. inhibition, % at 6.7 µM. P53041. 320,000 tested, 0.18% active;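 active means inhibition above the campaign's mean inhibition across all tested compounds plus 3 SD, cut at about 9.5% in these data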;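 further: 0% = DMSO only and 100% = 100 µM cantharidin control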
Target sequence (P53041 whole entry, looked up): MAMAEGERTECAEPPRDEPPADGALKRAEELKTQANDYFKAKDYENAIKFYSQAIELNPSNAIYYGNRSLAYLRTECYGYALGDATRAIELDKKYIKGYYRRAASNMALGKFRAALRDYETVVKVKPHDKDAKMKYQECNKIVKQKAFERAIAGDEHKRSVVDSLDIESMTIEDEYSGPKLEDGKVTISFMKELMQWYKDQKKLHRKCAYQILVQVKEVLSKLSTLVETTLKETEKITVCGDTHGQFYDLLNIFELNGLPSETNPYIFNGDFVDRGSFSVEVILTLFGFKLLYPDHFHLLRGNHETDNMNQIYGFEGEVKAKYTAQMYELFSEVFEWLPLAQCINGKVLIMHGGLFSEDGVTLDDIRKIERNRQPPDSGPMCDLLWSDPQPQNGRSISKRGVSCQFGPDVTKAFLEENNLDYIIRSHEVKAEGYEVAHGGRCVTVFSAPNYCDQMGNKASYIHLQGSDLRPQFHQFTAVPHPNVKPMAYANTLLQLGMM
PREPL inhibitor – inhibits the human prolyl oligopeptidase-like enzyme | Q4J6C6 | recombinant PREPL, fluorescence polarization activity-based probe | inhibition, % at 5.96 µM | 320,000 tested, 0.68% active | AID 2751; in the data active means inhibition above about 43%;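 further: 0% = enzyme with DMSO and 100% = wells lacking enzyme; many of its hits are not listed in these tables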
Active calls of the source: *; & = joins results of further samples. The list is partial (hit frequency here may not be typical).

For CCOc1ccc(S(=O)(=O)n2nc(C)c(S(=O)(=O)N3CCOCC3)c2C)cc1 the results were core dimer inh -3, TPT1 inh 3, CTSL1 counter -3, JMJD2C inh 6, PP1 inh 2, LYPLA2 inh -1, Efflux pump inh 0.0, PP5 inh 4.5 and PREPL inhibitor -2.
For O=S(=O)(/N=C(/Nc1ccc(F)cc1F)c1ccc(Cl)cc1)c1ccccc1 the results were core dimer inh 2, TPT1 inh -6, CTSL1 counter -5, JMJD2C inh 0, PP1 inh 0, LYPLA2 inh 14, Efflux pump inh 0.0, PP5 inh 3.7 and PREPL inhibitor -14.
Screening CCc1cc(=O)oc2cc(C)c(CN3CCCC(C)C3)c(O)c12 (configuration not stated) returned core dimer inh 61*, TPT1 inh 2, CTSL1 counter 0, JMJD2C inh -6, PP1 inh 9, LYPLA2 inh -9, Efflux pump inh 0.1, PP5 inh 1.4 and PREPL inhibitor 5.
CSc1ccc(S(=O)(=O)Nc2ccc(F)cc2)cc1 was read as core dimer inh 4, TPT1 inh 0, CTSL1 counter 0, JMJD2C inh -8, PP1 inh -1, LYPLA2 inh 11, Efflux pump inh 0.1, PP5 inh 6.2 and PREPL inhibitor -25.
`Cc1ccccc1-c1nc(CS(=O)(=O)CC(=O)NCCCN2CCOCC2)c(C)o1` gave core dimer inh -7, TPT1 inh -1, CTSL1 counter 0, JMJD2C inh 54, PP1 inh 2, LYPLA2 inh 0, Efflux pump inh 0.0, PP5 inh 2.5 and PREPL inhibitor 4.
For CCOC(=O)N1CCN(C(=O)c2ccc(C)c(S(=O)(=O)Nc3cccc(C)c3C)c2)CC1 the results were core dimer inh 0, TPT1 inh -3, CTSL1 counter 1, JMJD2C inh -1, PP1 inh 1, LYPLA2 inh 4, Efflux pump inh 0.1, PP5 inh 2.6 and PREPL inhibitor 23.
O=C(NC1CCCCCC1)C1CCCN(c2ncccn2)C1 (configuration not stated) was read as core dimer inh -3, TPT1 inh -2, CTSL1 counter -1, JMJD2C inh 0, PP1 inh -3, LYPLA2 inh 3, Efflux pump inh 0.0, PP5 inh -0.8 and PREPL inhibitor 0.
CCOCCCNC(=S)N1CCC(C(=O)c2ccc3c(c2)OCCO3)CC1 was read as core dimer inh -3, TPT1 inh 3, CTSL1 counter 1, JMJD2C inh 10, PP1 inh -5, LYPLA2 inh 4, Efflux pump inh 0.0, PP5 inh 0.3 and PREPL inhibitor -3.
Screening CCNC(=S)N/N=C/c1cccc(OCc2c(F)cccc2Cl)c1 returned core dimer inh 13, TPT1 inh 1, CTSL1 counter 1, JMJD2C inh -2, PP1 inh 2, LYPLA2 inh -30, Efflux pump inh -0.2, PP5 inh 2.3 and PREPL inhibitor 11.
`CC1CC(C)(C)NC(=S)N1CC(=O)NCc1ccc2c(c1)OCO2` (configuration not stated) gave core dimer inh -26, TPT1 inh 0, CTSL1 counter 1, JMJD2C inh 1, PP1 inh 0, LYPLA2 inh -5, Efflux pump inh 0.2, PP5 inh 0.9 and PREPL inhibitor 10.
Screening COc1ccc(NC(=O)CSCC(=O)N(C)Cc2c(F)cccc2Cl)cc1 returned core dimer inh 0, TPT1 inh 3, CTSL1 counter 1, JMJD2C inh 11, PP1 inh -6, LYPLA2 inh -1, Efflux pump inh 0.1, PP5 inh -1.7 and PREPL inhibitor -5.
Screening CCOc1ccccc1NC(=O)c1cc(C(=O)c2cc(OC)ccc2O)coc1=N returned core dimer inh 6, TPT1 inh 14, CTSL1 counter 3, JMJD2C inh inactive, PP1 inh 1, LYPLA2 inh -1, Efflux pump inh 0.1, PP5 inh 3.2 and PREPL inhibitor 4.
For COc1ccc(C)cc1NC(=O)C1CCCN(S(=O)(=O)c2cccs2)C1 (configuration not stated) the results were core dimer inh 12, TPT1 inh 2, CTSL1 counter 0, JMJD2C inh 0, PP1 inh 3, LYPLA2 inh 2, Efflux pump inh 0.2, PP5 inh -0.2 and PREPL inhibitor 2.
Screening O=C(NC(=S)Nc1cccc(O)c1)c1cncc(Br)c1 returned core dimer inh 3, TPT1 inh -5, CTSL1 counter 6, JMJD2C inh 0, PP1 inh -5, LYPLA2 inh 8, Efflux pump inh -0.1, PP5 inh -2.2 and PREPL inhibitor 1.
`CC(=O)N(CCO)Cc1cc2cc(C)cc(C)c2[nH]c1=O` gave core dimer inh 1, TPT1 inh -1, CTSL1 counter 0, JMJD2C inh 2, PP1 inh -2, LYPLA2 inh -1, Efflux pump inh -0.1, PP5 inh -0.1 and PREPL inhibitor 3.
For Cc1ccc(NC(=O)CSc2nnc(-c3ccncc3)n2N)cc1C the results were core dimer inh 1, TPT1 inh 2, CTSL1 counter 0, JMJD2C inh -15, PP1 inh 2, LYPLA2 inh 6, Efflux pump inh 0.0, PP5 inh -0.5 and PREPL inhibitor 6.
For CC(C)Oc1ccccc1/C=N/Nc1ccccc1[N+](=O)[O-] the results were core dimer inh 3, TPT1 inh -1, CTSL1 counter -1, JMJD2C inh -6, PP1 inh 2, LYPLA2 inh -2, Efflux pump inh 0.0, PP5 inh 0.9 and PREPL inhibitor 10.
Fc1ccccc1Sc1ccccc1CNC1=NCCN1 was read as core dimer inh -7, TPT1 inh 0, CTSL1 counter -2, JMJD2C inh 4, PP1 inh 2, LYPLA2 inh 2, Efflux pump inh 0.3, PP5 inh 4.1 and PREPL inhibitor -7.
`Oc1c(Br)cc(C=Nc2ccc3nc(-c4ccccc4)[nH]c3c2)c(O)c1Br` gave core dimer inh 17, TPT1 inh 10, CTSL1 counter 4, JMJD2C inh 17, PP1 inh 10, LYPLA2 inh -21, Efflux pump inh 0.1, PP5 inh 1.7 and PREPL inhibitor 43.
`Cc1[nH]nc2nc3c(c(OC(=O)c4ccccc4)c12)c(=O)n(C)c(=O)n3C` gave core dimer inh 2, TPT1 inh -4, CTSL1 counter -5, JMJD2C inh -6, PP1 inh -2, LYPLA2 inh 1, Efflux pump inh 0.3, PP5 inh 3.0 and PREPL inhibitor -3.
For CN(O)/C=C/C(=O)c1ccc(Br)cc1 the results were core dimer inh 4, TPT1 inh 8, CTSL1 counter 1, JMJD2C inh 2, PP1 inh -2, LYPLA2 inh 5, Efflux pump inh 0.0, PP5 inh 1.9 and PREPL inhibitor 11.
Screening O=C1c2cccnc2C(=O)N1c1cccc(-c2nc3ccccc3o2)c1 returned core dimer inh -2, TPT1 inh -4, CTSL1 counter -1, JMJD2C inh -6, PP1 inh 0, LYPLA2 inh 4, Efflux pump inh -0.2, PP5 inh 3.1 and PREPL inhibitor 19.
For Cc1cccc(OCC(=O)Nc2ccccc2N2CCN(C(=O)C(C)C)CC2)c1C the results were core dimer inh 1, TPT1 inh 3, CTSL1 counter 4, JMJD2C inh 3&0, PP1 inh -1, LYPLA2 inh 0, Efflux pump inh 0.0, PP5 inh 2.2 and PREPL inhibitor 10.
For COC(=O)C1=C(C)NC(=O)NC1c1ccc(N2CCC(c3ccccc3)=N2)cc1 (configuration not stated) the results were core dimer inh -4, TPT1 inh -1, CTSL1 counter 0, JMJD2C inh 1, PP1 inh 0, LYPLA2 inh -4, Efflux pump inh 0.0, PP5 inh 3.6 and PREPL inhibitor -3.
For CC(=O)c1c(C)[nH]c(C(=O)OCc2nnc(-c3ccccc3)o2)c1C the results were core dimer inh -2, TPT1 inh -3, CTSL1 counter -6, JMJD2C inh -39, PP1 inh 2, LYPLA2 inh -1, Efflux pump inh 0.0, PP5 inh 1.5 and PREPL inhibitor -5.
Screening O=C(COC(=O)C1CC1)NC(=O)NCc1ccccc1 returned core dimer inh -42, TPT1 inh 1, CTSL1 counter -3, JMJD2C inh -11, PP1 inh -3, LYPLA2 inh -8, Efflux pump inh -0.1, PP5 inh -1.2 and PREPL inhibitor 1.
CCOC(=O)C(C(=O)N(C)Cc1ccccc1)C1CCCCC1 (configuration not stated) was read as core dimer inh -1, TPT1 inh 3, CTSL1 counter 4, JMJD2C inh -1, PP1 inh -2, LYPLA2 inh 3, Efflux pump inh 0.3, PP5 inh 0.5 and PREPL inhibitor 16.
Screening CC(=O)Nc1cccc(NC(=O)C2CCCN2C(=O)Nc2cccc(C)c2)c1 (configuration not stated) returned core dimer inh -8, TPT1 inh 0, CTSL1 counter 0, JMJD2C inh -1, PP1 inh 1, LYPLA2 inh 1, Efflux pump inh 0.0, PP5 inh 1.4 and PREPL inhibitor 13.
Screening CC(=O)c1c(C)[nH]c(C(=O)CSc2nnc(CN3CCCCCC3=O)n2-c2ccccn2)c1C returned core dimer inh 4, TPT1 inh 3, CTSL1 counter 5, JMJD2C inh 0, PP1 inh -2, LYPLA2 inh 0, Efflux pump inh -0.1, PP5 inh -0.2 and PREPL inhibitor 1.
`O=C(CCCN1C(=O)/C(=C\c2ccco2)SC1=S)Nc1ccc2ccccc2c1` gave core dimer inh 46*, TPT1 inh 19, CTSL1 counter 5, JMJD2C inh 2, PP1 inh 3, LYPLA2 inh -8, Efflux pump inh 0.2, PP5 inh 2.3 and PREPL inhibitor -1.
`O=c1c2ccccc2[nH]c(=S)n1Cc1ccccc1Cl` gave core dimer inh -6, TPT1 inh -3, CTSL1 counter 4, JMJD2C inh 11, PP1 inh 1, LYPLA2 inh 10, Efflux pump inh -0.1, PP5 inh 1.3 and PREPL inhibitor -5.
Screening COC(=O)c1ccc(C(=O)OC)c(NC(=O)CCC(=O)O)c1 returned core dimer inh -2, TPT1 inh -2, CTSL1 counter -3, JMJD2C inh -15, PP1 inh -5, LYPLA2 inh 2, Efflux pump inh 0.2, PP5 inh -0.3 and PREPL inhibitor 12.
`COc1ccccc1NC(=O)c1ccc(S(=O)(=O)N(C)C)cc1` gave core dimer inh -11, TPT1 inh -1, CTSL1 counter -3, JMJD2C inh 6, PP1 inh 0, LYPLA2 inh -1, Efflux pump inh 0.3, PP5 inh 2.1 and PREPL inhibitor 4.
For COCCN(C(=S)Nc1ccc(Cl)cc1OC)C1CCN(C(C)=O)CC1 the results were core dimer inh -3, TPT1 inh -2, CTSL1 counter 4, JMJD2C inh -7, PP1 inh 4, LYPLA2 inh -2, Efflux pump inh -0.1, PP5 inh 2.5 and PREPL inhibitor -6.
`Oc1ccc(-c2csc(NCc3ccco3)n2)cc1` gave core dimer inh -16, TPT1 inh -5, CTSL1 counter 5, JMJD2C inh 14, PP1 inh -1, LYPLA2 inh 3, Efflux pump inh -0.3, PP5 inh 3.2 and PREPL inhibitor 23.
For O=C(NCCc1ccccc1)c1cc2ncc(Br)cn2n1 the results were core dimer inh 28, TPT1 inh -1, CTSL1 counter -3, JMJD2C inh 8, PP1 inh 6, LYPLA2 inh 6, Efflux pump inh -0.1, PP5 inh 0.1 and PREPL inhibitor 4.
For CC(C)[C@@H](C(=O)N1CCN(C(=O)OC(C)(C)C)CC1)n1cc(CCO)nn1 the results were core dimer inh -1, TPT1 inh 1, CTSL1 counter -1, JMJD2C inh -3, PP1 inh 7, LYPLA2 inh -7, PP5 inh 4.4 and PREPL inhibitor 0.
Screening CCc1ccccc1NS(=O)(=O)c1ccc2[nH]cc(C(=O)NC3CCCC3)c(=O)c2c1 returned core dimer inh -6, TPT1 inh -3, CTSL1 counter 3, JMJD2C inh 23, PP1 inh 12, LYPLA2 inh -25, Efflux pump inh 0.3, PP5 inh 2.9 and PREPL inhibitor -8.
`CC(=O)c1c(C)[nH]c(C(=O)OC2CCOC2=O)c1C` (configuration not stated) gave core dimer inh 2, TPT1 inh -3, CTSL1 counter -2, JMJD2C inh 18, PP1 inh -3, LYPLA2 inh 3, Efflux pump inh 0.0, PP5 inh 0.8 and PREPL inhibitor 0.
